# Bioassay records: PubChem, several laboratories
# NadD inh = inhibitors of Staphylococcus aureus NadD. purified NadD enzyme, colorimetric absorbance read-out. inhibition, % at 20 µM. 360,000 tested, 0.78% active; in the data active means inhibition above about 26%; further: some compounds past the cut are filed as inactive
# CSN deneddyl inh = blocks human CSN-mediated cullin deneddylation | Q92905 | Purified CSN, SCF-Nedd8-OG deneddylation, fluorescence polarization | inhibition, % at 12.5 µM | 360,000 tested, 0.38% active | AID 651999;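 active means pattern-corrected inhibition above about 35%, with an unprinted fluorescence ratio check between 0.5 and 1.5, limit read from the data, passing the limit was not always enough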;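 further: 0% = enzyme with substrate and 100% = substrate without enzyme; some results filed as inactive read as strong as hits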
#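 Test system: Human Csn5 produced in HEK293T cells | Compound: 12.5 µM single point | Times: 90 min, room temperature | Signal: Fluorescence polarization readout | Read-out basis: % inhibition of substrate cleavage by Csn5 | Controls: no-enzyme wells high, enzyme-with-substrate wells low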
# LMPTP inh = blocks human LMPTP phosphatase; AID 651560; P24666; recombinant LMPTP-A, OMFP fluorogenic substrate, fluorescence intensity; inhibition, % at 20 µM; 360,000 tested, 0.22% active;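 active means compounds that cut the enzyme signal by at least half of the control window in the single-dose screen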;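 further: plate controls were DMSO wells with enzyme plus substrate for no effect and substrate without enzyme for full effect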
# Target sequence (P24666 whole entry, looked up): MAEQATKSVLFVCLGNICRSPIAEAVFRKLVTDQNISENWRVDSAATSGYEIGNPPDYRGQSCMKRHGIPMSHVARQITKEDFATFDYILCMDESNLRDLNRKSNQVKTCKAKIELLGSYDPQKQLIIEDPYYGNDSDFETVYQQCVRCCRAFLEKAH
#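 Material: LMPTP-A; amount: 0.625 nM enzyme; doses: single 20 µM dose; times: reaction 50 min, room temperature, dark; technique: fluorescence intensity of OMFP turnover product; benchmarks: no-enzyme and uninhibited controls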
# TbMetRS inhib = Trypanosoma brucei MetRS inhibition; purified T. brucei MetRS, ATP depletion, Kinase-Glo luminescence; 360,000 tested, 0.4% active; inhibition, % at 11.9 µM;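 active means inhibition above a per-plate cutoff of the control wells' mean inhibition plus 3 SD, cut at about 5.5% in these data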;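 further: 0% = DMSO wells median and 100% = median of wells with control inhibitor compound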
#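 Dosing: 11.9 µM compound single dose, 0.9% DMSO; Assay system: purified T. brucei MetRS enzyme; Measured by: Kinase-Glo luciferase luminescence reporting remaining unconsumed ATP; Schedule: 15 min plus 2 h at 25 °C.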
# MsrA inh = bovine MsrA inhibition | inhibition, % at 15.5 µM | purified bovine MsrA, absorbance read-out | 360,000 tested, 0.75% active; in the data active means inhibition above about 4.5%;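 further: 0% = vehicle wells with enzyme and 100% = reference inhibitor wells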
# STEP block = blocks human striatal-enriched tyrosine phosphatase; P54829; recombinant STEP, OMFP fluorogenic substrate, fluorescence; inhibition, % at 20 µM; 360,000 tested, 0.25% active;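 active means inhibition at 20 µM, scaled per plate between control wells, above about 37%, limit read from the data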;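 further: 0% = DMSO with enzyme and substrate and 100% = substrate only without enzyme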
# Target sequence (P54829 whole entry, looked up): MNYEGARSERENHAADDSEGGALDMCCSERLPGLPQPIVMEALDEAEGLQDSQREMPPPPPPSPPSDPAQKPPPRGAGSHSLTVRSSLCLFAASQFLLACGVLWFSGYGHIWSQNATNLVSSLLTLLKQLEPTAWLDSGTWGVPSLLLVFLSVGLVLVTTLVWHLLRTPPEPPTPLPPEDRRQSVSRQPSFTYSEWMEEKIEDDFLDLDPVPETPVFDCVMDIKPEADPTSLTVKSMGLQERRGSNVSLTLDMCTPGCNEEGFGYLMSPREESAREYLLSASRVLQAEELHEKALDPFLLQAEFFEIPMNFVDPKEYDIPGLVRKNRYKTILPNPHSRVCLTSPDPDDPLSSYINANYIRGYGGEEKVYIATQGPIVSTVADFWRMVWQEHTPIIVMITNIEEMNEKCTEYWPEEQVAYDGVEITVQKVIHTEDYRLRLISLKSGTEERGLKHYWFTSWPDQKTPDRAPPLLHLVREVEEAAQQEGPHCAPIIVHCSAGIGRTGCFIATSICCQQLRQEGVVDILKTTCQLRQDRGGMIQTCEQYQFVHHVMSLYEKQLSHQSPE
#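 Material: STEP (striatal-enriched tyrosine phosphatase) enzyme, cell-free; Compound dosing: 20 µM single dose in 1% DMSO; Technique: fluorescence read at 480 nm ex / 540 nm em; Times: reaction 20 min, ambient temperature; Medium: 50 mM Bis-Tris pH 6.0 with 2.5 mM DTT and 0.005% Tween 20; Also added: OMFP at 25 µM.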
# Scp1 inh = blocks human Scp-1 phosphatase activity; inhibition, % at 20 µM; Recombinant Scp1, phosphopeptide, malachite green phosphate absorbance; AID 493091; Q9GZU7; 340,000 tested, 0.88% active;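 active means inhibition above about 50% at 20 µM, limit read from the data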;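 further: plate controls were DMSO wells with enzyme for no effect and wells lacking enzyme for full effect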
#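 Test system – truncated SCP-1 phosphatase (76-261aa) · Reagent – Phosphorylated 17-residue peptide substrate · Incubation – 45 min room-temperature reaction, 5 min colour, 30 min stabiliser · Detection – colorimetric phosphate reagent with accelerator and stabiliser, absorbance at 630 nm · Measure – % inhibition at 20 µM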
# DNMT1 block = inhibitors of human DNMT1 | P26358 | DNMT1 molecular beacon, Hinp1I cleavage, fluorescence | inhibition (reported as % activation of signal), % at 10 µM | 360,000 tested, 0.83% active; in the data active means inhibition above about 50%
# SUMO1 PPI mod = SUMO1-SIM interaction modulation; P63165; 360,000 tested, 0.33% active; SUMO1 binding to a labelled peptide, TR-FRET, 1 h; inhibition, % at 20 µM; in the data active means inhibition above about 37%
# Target sequence (P63165 whole entry, looked up): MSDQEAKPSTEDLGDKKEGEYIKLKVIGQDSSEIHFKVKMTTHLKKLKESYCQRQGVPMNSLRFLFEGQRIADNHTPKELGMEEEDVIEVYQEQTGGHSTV
# Rpn11 inh = blocks the human proteasome subunit Rpn11. 360,000 tested, 0.59% active. calls only at 20 µM. human 26S proteasome, Ub4-pepOG fluorescence polarization; 20S core pre-blocked with epoxomicin;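 active means inhibition at 20 µM, scaled to each plate's controls, above about 33%, limit read from the data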
# Numbers without * were called inactive; i = inactive; x = no result given; + = active, no number.
SMILES,NadD inh,CSN deneddyl inh,LMPTP inh,TbMetRS inhib,MsrA inh,STEP block,Scp1 inh,DNMT1 block,SUMO1 PPI mod,Rpn11 inh
COC(=O)C1=C(C)N(C)C(=O)NC1c1cc2c(cc1[N+](=O)[O-])OCO2 (stereo not drawn),6,8,3.0,-0.4,0.9,2,15,-1,8,i
CN(CC(=O)Nc1nccs1)S(=O)(=O)c1ccc(F)cc1,0,0,-0.2,0.1,-1.9,0,-4,2,2,+
O=C(NC(Cc1c[nH]c2ccccc12)c1nnc2n1CCCCC2)c1ccccc1Cl (stereo not drawn),2,2,-1.1,0.0,-0.9,1,-6,3,-1,i
CCCC(=O)OCC(=O)Nc1ccc2[nH]c(=O)[nH]c2c1,1,4,-0.8,-0.7,-0.8,0,0,-5,0,i
COc1ccc(C(=O)NNc2ccccc2)cc1OC,-1,13,-1.9,0.1,0.9,2,-4,-2,0,i
O=C1NC(=Nc2ccccc2)S/C1=C\c1ccccc1,-1,1,3.5,-0.4,0.8,1,-8,13,-1,i
Cc1ccc(C(CNC(=O)Nc2cccc(C)c2)N2CCN(C)CC2)cc1 (stereo not drawn),-2,-3,1.6,1.0,0.7,0,-1,-2,-5,i
COc1ccc(C(CNC(=O)c2c(C)nn(Cc3ccc(C)cc3)c2Cl)N2CCOCC2)cc1 (stereo not drawn),-3,-3,0.8,-0.6,0.8,2,10,0,-3,i
Cc1nsc2c1ccc1ccccc12,-7,-1,-1.2,-0.9,-0.9,2,-5,6,-1,i
O=c1c2ccccc2c2ccccc2c(=O)n1-c1ccccc1,-3,-3,-1.6,0.1,-0.3,7,-3,-1,3,i
CC(C)CC(=O)Nc1ccc(N2CCN(C(=O)c3cccs3)CC2)cc1,-1,0,0.0,-0.5,-0.2,-1,-2,-2,-1,i
Cc1ccc(OCc2nc(C#N)c(N3CCCC3)o2)cc1,-6,4,3.1,0.6,-0.1,1,-3,-3,2,i
CCNc1ccc(S(=O)(=O)N(C)C)cc1NCC(=O)Nc1ccc(F)c(Cl)c1,-1,-4,0.6,5.4,-0.6,0,-4,-10,1,i
Cc1ccc(CNC(=O)/C=C/[C@H]2O[C@@H](n3cc(C)c(=O)[nH]c3=O)C[C@@H]2O)o1,-4,-4,-0.6,-1.0,0.4,0,x,1,-6,i
Cc1ccc(NC(=O)c2cc(N3C(=O)C4CC=CCC4C3=O)ccc2N2CCCCC2)cc1 (stereo not drawn),11,4,2.5,-0.5,0.4,-2,-4,-10,5,i
Nc1ccc(-c2cc(NC=O)c3ncc(-c4cccc(C(F)(F)F)c4)n3c2)cn1,11,10,2.1,-0.3,1.1,0,x,-13,1,i
CCN(C[C@H]1N[C@@](Cc2ccccc2)(C(=O)OC)[C@H]2C(=O)N(Cc3ccccc3)C(=O)[C@@H]12)S(=O)(=O)c1ccc(C)cc1,11,4,1.7,1.0,0.2,0,-14,-4,-2,i
CC(C)n1cc(CN2CCC(n3nccc3NC(=O)C3CCCC3)CC2)cn1,0,20,-0.8,-0.3,-0.5,6,-5,1,0,i
COc1ccc(/C=C/c2cc(O)cc(O[C@@H]3O[C@H](CO)[C@@H](O)[C@H](O)[C@H]3O)c2)cc1O,5,-9,0.7,-0.7,3.4,0,x,-3,-22,i
O=C(O)C1=C(OCc2ccccc2)C(=O)NCC1,-3,-14,2.0,-1.1,1.9,2,9,3,-3,i
COc1ccc(N=C2S/C(=C\c3cc(C)n(C)c3C)C(=O)N2C)cc1,9,-1,0.2,-1.0,1.2,2,1,-7,-15,i
CCN(CC)C(=O)[C@H]1CC(CC(=O)NCc2cccc(C(F)(F)F)c2)C(=O)N2CCc3c([nH]c4ccc(OC)cc34)[C@]12C (stereo partly drawn),0,-3,1.2,-0.9,2.0,-2,-1,2,0,i
O=C(NCc1ccc(F)cc1)c1cc(C2CCCCN2S(=O)(=O)c2ccc(F)cc2F)on1 (stereo not drawn),-6,1,2.4,-0.3,-0.8,2,x,-1,3,i
COc1ccc(C(=O)NCCCN2CCN(CCCNC(=O)c3ccc(OC)c(OC)c3)CC2)cc1OC,-1,4,-4.7,-0.6,-1.3,3,-5,3,-3,i
CN(Cc1ccccc1Cl)C(=O)CNC(=O)C12CC3CC(CC(C3)C1)C2,0,4,-0.7,-0.2,0.8,-4,-7,-1,0,i

# Filtered by structure: the compounds so far with a Cl atom
SMILES,NadD inh,CSN deneddyl inh,LMPTP inh,TbMetRS inhib,MsrA inh,STEP block,Scp1 inh,DNMT1 block,SUMO1 PPI mod,Rpn11 inh
O=C(NC(Cc1c[nH]c2ccccc12)c1nnc2n1CCCCC2)c1ccccc1Cl (stereo not drawn),2,2,-1.1,0.0,-0.9,1,-6,3,-1,i
COc1ccc(C(CNC(=O)c2c(C)nn(Cc3ccc(C)cc3)c2Cl)N2CCOCC2)cc1 (stereo not drawn),-3,-3,0.8,-0.6,0.8,2,10,0,-3,i
CCNc1ccc(S(=O)(=O)N(C)C)cc1NCC(=O)Nc1ccc(F)c(Cl)c1,-1,-4,0.6,5.4,-0.6,0,-4,-10,1,i
CN(Cc1ccccc1Cl)C(=O)CNC(=O)C12CC3CC(CC(C3)C1)C2,0,4,-0.7,-0.2,0.8,-4,-7,-1,0,i

# Fetched by structure from the list above:
SMILES,NadD inh,CSN deneddyl inh,LMPTP inh,TbMetRS inhib,MsrA inh,STEP block,Scp1 inh,DNMT1 block,SUMO1 PPI mod,Rpn11 inh
CN(Cc1ccccc1Cl)C(=O)CNC(=O)C12CC3CC(CC(C3)C1)C2,0,4,-0.7,-0.2,0.8,-4,-7,-1,0,i
Cc1ccc(CNC(=O)/C=C/[C@H]2O[C@@H](n3cc(C)c(=O)[nH]c3=O)C[C@@H]2O)o1,-4,-4,-0.6,-1.0,0.4,0,x,1,-6,i

# Further results
SMILES,NadD inh,CSN deneddyl inh,LMPTP inh,TbMetRS inhib,MsrA inh,STEP block,Scp1 inh,DNMT1 block,SUMO1 PPI mod,Rpn11 inh
COc1cccc(NC(=O)Cn2c(-c3cncs3)nc3ccccc32)c1,-1,1,0.5,3.1,-0.3,3,-5,-11,3,i
COc1ccc(-c2cn3c(C)c(C(=O)N4CCN(c5ccccc5F)CC4)sc3n2)cc1,0,0,0.4,0.4,0.6,2,-11,-8,-2,i
N#CCC(=O)N/N=C/c1cn(Cc2ccc(Cl)cc2Cl)c2ccccc12,17,4,0.8,-0.8,-0.6,0,-10,11,6,i
C=CCSc1nnc2nc3c(nn12)c1cc(C)ccc1n3CC=C,12,-9,1.6,-0.5,-1.2,2,3,5,-18,i
Cc1cc(C)cc(NS(=O)(=O)c2ccc3[nH]cc(C(=O)NCc4ccco4)c(=O)c3c2)c1,13,10,2.2,1.6,0.5,0,3,1,18,i
CC1c2cc3c(cc2CCN1C(=O)c1ccc(Cl)cc1)OCCCO3 (stereo not drawn),-4,0,0.7,-0.3,1.1,0,1,-2,1,i
Brc1cccc(-c2nc3ccc(Br)cn3c2Cc2ccsc2)c1,13,-1,2.2,1.2,1.5,1,x,46,11,i
N/C(=N\N=C\c1ccc(O)c(O)c1)c1nonc1N,-1,1,1.2,-0.4,3.9,0,-13,0,-21,i
Cc1ccccc1OCC(=O)OCC(=O)Nc1ccc(Cl)cn1,3,5,0.4,-0.5,1.2,0,12,-2,7,i
O=C(NCc1cccs1)c1cc2c(s1)-c1ccccc1OC2,-10,5,2.0,-0.3,1.5,-1,12,-9,-9,i
CC(C(=O)N(C)Cc1cccc(F)c1)N1CCN(S(=O)(=O)c2ccc3c(c2)OCCCO3)CC1 (stereo not drawn),0,19,-0.9,-0.6,-1.7,0,-1,-1,2,i
CS(=O)(=O)c1ccc(C(=O)Nc2ccccc2Cl)cc1,0,-1,-1.0,2.3,1.0,2,-5,2,2,i
C/C(=N\OCC(=O)Nc1ccccc1Br)c1cccs1,1,5,1.7,-0.5,0.5,0,-12,2,-3,i
O=C(NNC(=O)c1ccco1)c1cccc([N+](=O)[O-])c1,-4,1,-1.2,0.3,-0.1,2,-15,7,-9,i
Cc1ccc(Nc2nc(CSc3nnnn3C)cs2)cc1,13,5,-0.1,-0.3,0.2,0,-1,-31,-1,i
Cc1ccc(OCC(=O)Nc2ccc(S(=O)(=O)N3CCOCC3)cc2)c(C)c1,-9,3,0.2,0.3,1.1,1,-6,0,5,i
COc1ccc(NC(=O)CCc2nc(-c3ccccc3F)no2)cc1,-4,-2,0.0,-1.0,-0.4,1,-14,-1,-2,i
CCN(CC)C(=O)CSc1ncnc2c1nnn2-c1ccc(F)cc1,-6,1,12,-0.2,0.2,0,-3,2,-3,i
O=C(Nc1ccncc1)c1ccc([N+](=O)[O-])cc1Cl,0,-4,-1.0,1.5,-1.0,-1,-9,0,-41,i
COc1ccc(N(CC(=O)Nc2cccnc2)S(=O)(=O)c2ccccc2)cc1OC,0,-1,-0.4,0.6,-0.9,0,-1,0,-3,i
O=C(CNCc1ccco1)Nc1cc(S(=O)(=O)N2CCOCC2)ccc1N1CCCC1,-1,1,-1.8,-1.1,-0.1,-2,3,4,19,i

# By substructure, the compounds so far containing a nitro group on carbon (three)
SMILES,NadD inh,CSN deneddyl inh,LMPTP inh,TbMetRS inhib,MsrA inh,STEP block,Scp1 inh,DNMT1 block,SUMO1 PPI mod,Rpn11 inh
COC(=O)C1=C(C)N(C)C(=O)NC1c1cc2c(cc1[N+](=O)[O-])OCO2 (stereo not drawn),6,8,3.0,-0.4,0.9,2,15,-1,8,i
O=C(NNC(=O)c1ccco1)c1cccc([N+](=O)[O-])c1,-4,1,-1.2,0.3,-0.1,2,-15,7,-9,i
O=C(Nc1ccncc1)c1ccc([N+](=O)[O-])cc1Cl,0,-4,-1.0,1.5,-1.0,-1,-9,0,-41,i
